# Eya2 phos inh = Eya2 (human) phosphatase inhibition; O00167; recombinant Eya2, OMFP fluorescence dephosphorylation (OMFP is methylfluorescein phosphate); Potency, µM (doses to about 76.9 µM), for inactives: at the top dose activity, negative = inhibition, hits mostly inhibitors; hit rate 0.006% among 330,000; AID 488837; further: potency means the concentration at half of the fitted maximal effect; on the % scale 0 is the no-effect control and ±100 the full control effect
# Target sequence (O00167 whole entry, looked up): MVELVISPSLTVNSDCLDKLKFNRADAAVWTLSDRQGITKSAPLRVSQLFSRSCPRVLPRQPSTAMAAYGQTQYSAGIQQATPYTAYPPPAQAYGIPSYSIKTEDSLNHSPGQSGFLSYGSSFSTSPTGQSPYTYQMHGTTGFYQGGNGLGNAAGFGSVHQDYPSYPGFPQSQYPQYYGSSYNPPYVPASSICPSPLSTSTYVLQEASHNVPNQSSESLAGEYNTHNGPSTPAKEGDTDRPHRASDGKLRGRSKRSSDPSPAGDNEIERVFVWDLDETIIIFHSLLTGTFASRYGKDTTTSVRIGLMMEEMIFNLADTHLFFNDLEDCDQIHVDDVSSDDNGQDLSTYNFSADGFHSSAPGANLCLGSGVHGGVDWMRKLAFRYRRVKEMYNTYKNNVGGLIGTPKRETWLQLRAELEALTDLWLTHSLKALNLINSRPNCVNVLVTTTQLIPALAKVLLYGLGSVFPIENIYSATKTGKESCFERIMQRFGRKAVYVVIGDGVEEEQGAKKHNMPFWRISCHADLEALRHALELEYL
#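 Eya2 (0.2 uM) preincubated 10 min at ambient with compound, then OMFP substrate added at 50 uM; 10 min reaction in 50 mM HEPES pH 7.5, 50 mM NaCl, 5 uM MgCl2, 0.05% BSA, 1 mM DTT. Fluorescence read at Ex 485/Em 525 nm.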
# S-ASM inh = blocks human secretory acid sphingomyelinase | Potency, µM (titrated, usually from 57.5 µM), for the others: top-dose activity change, negative = inhibition, hits mostly inhibitors | AID 504937 | hit rate 0.006% among 340,000 | placental ASM, HMU-PC fluorogenic substrate, 60 min | P17405; further: potency means the concentration at half of the fitted maximal effect
#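 HMU-PC0 cleavage (9 uM final) by human placental ASM, 60 min at 37 °C following 10 min compound exposure at RT; stopped at pH 10, fluorescence Ex 386/Em 447 nm.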
# p53 reactivation = mutant p53 re-activation in reporter cells; H1299 p53-A138V BP100-luciferase reporter, luminescence, 24 h; Potency, µM (series often up to 92.2 µM), for inactives: top-dose activity change, positive = activation, hits mostly activators; hit rate 0.063% among 320,000; further: potency means the concentration at half of the fitted maximal effect; % of control where 0% means no effect; nearly all actives have a fitted effect of over 45% in size
#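 p53-null H1299 cells stably carrying temperature-sensitive p53-A138V and a BP100-luciferase reporter were pinned with compounds (4-point, 1:5 series) and held 24 hrs at 37 deg C. Luminescence was read 10 min after detection reagent.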
# a7 integrin act = activators of alpha7 integrin expression for muscular dystrophy; Potency, µM (series often up to 38.3 µM), inactives show top-dose activation, most hits filed as activators; hit rate 0.064% among 350,000; AID 624291; alpha7betagal myoblasts, beta-gal FDG fluorescence, 48 h;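 further: potency means the concentration at half of the fitted maximal effect; 100% = response of the positive control SU9516; nearly all actives have a fitted effect of over 60% in size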
#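 Alpha7betagal+/- myoblasts (passage 13) were plated 16-24 hr, then exposed to compounds (1:260 dilution of DMSO stock) for 48 hours at 37C. After MPER lysis, β-galactosidase reporter activity was read as FDG fluorescence (ex 480/em 540) after 30 minutes.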
# B2AR arrestin = agonists driving beta-arrestin recruitment to human beta2-adrenergic receptor; beta-arrestin recruitment to beta2AR, cell-based reporter; P07550; hit rate 0.02% among 330,000; AID 492947; Potency, µM (series often up to 46.1 µM), inactives show top-dose activation, hits mostly activators;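 further: potency means the concentration at half of the fitted maximal effect; 0% = DMSO controls and full agonism = EC100 isoproterenol or metaproterenol; nearly all actives have a fitted effect of over 65% in size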
# BRCA1 expr up = increases BRCA1 expression; Potency, µM (titrated, usually from 46.1 µM), without a hit: at the top dose activation, usual class: activators; AID 624202; MCF7-BRCA1-FFLuc reporter, luminescence, 48 h; response scale: scaled: vehicle 0%, 10 µM genistein 100%; hit rate 1.1% among 380,000; further: potency means the concentration at half of the fitted maximal effect; nearly all actives have a fitted effect of over 80% in size; some results filed as inactive show a strong effect at the top dose
#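 Compounds are tested at multiple concentrations on MCF7 BRCA1-luciferase reporter cells seeded at 2000 per well; after 48 h, a single luminescence end-point is taken and curves fitted to the normalized data.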
# TRPV1 agonist = agonists of human vanilloid receptor 1 (TRPV1); TRPV1-expressing cells, Fluo-8 calcium influx, agonist mode; hit rate 0.19% among 320,000; Q8NER1; activation, % at 8.33 µM; AID 540275; in the data active means activation above about 80%; inconclusive means between about 30% and that limit; further: 0% is about no effect
#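 Cells expressing TRPV1 were dye-loaded with Fluo-8 and read kinetically: 10 s baseline, 3 min after compound (agonist portion), then 2 min after EC20 capsaicin (allosteric enhancer portion). Calcium-bound dye fluorescence at 480/520 nm.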
# ELG1 genotoxic = induces genotoxicity in HEK293T cells with luciferase-tagged ELG1. HEK293T ELG1-luciferase reporter, luminescence, 16 h. Potency, µM (highest dose often 46 µM), without a hit: at the highest dose activity change, positive = activation, usual class: activators. hit rate 1.3% among 330,000; further: potency means the concentration at half of the fitted maximal effect; % of control where 0% means no effect; nearly all actives have a fitted effect of over 60% in size
#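 Genotoxicity was scored as increased ELG1-luciferase reporter signal, measured by ONE-Glo luminescence (30 min, room temperature). Compound or vehicle exposure of the HEK293T reporter cells lasted 16 hr at 37°C.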
# USP2a inh = inhibitors of human ubiquitin-specific protease USP2a | AID 463254 | O75604 | USP2 core, Ub-CHOP2 coupled fluorogenic reporter, 485/531 | Potency, µM (series often up to 38.3 µM), inactives show top-dose activity change, negative = inhibition, hits mostly inhibitors | hit rate 0.01% among 330,000;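 further: potency means the concentration at half of the fitted maximal effect; plate controls were DMSO wells for no effect and full inhibition by NEM control for full effect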
#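 USP2 core (10nM final) preincubated 30min RT with compound in 20mM Tris-HCl pH 8.0, 2mM CaCl2, 2mM beta-mercaptoethanol, 0.05% CHAPS; 25nM Ub-CHOP2 plus 25nM reporter substrate added, fluorescence (Ex485/Em531) read after 60min.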
# uPA surface inh = blocks generation of uPA at the cell surface; cell surface uPA generation assay, qHTS; Potency, µM (highest dose often 38.3 µM), for the others: at the highest dose activity change, negative = inhibition, actives largely listed as inhibitors; hit rate 0.31% among 330,000; active means well fitted inhibition curve with a large enough effect; inconclusive means small, poorly fitted or top-dose-only effect; inactive means no such curve, though single readings can be large or run the other way; tested in mouse RAW 264.7 cells; further: potency means the concentration at half of the fitted maximal effect; on the % scale 0 is the no-effect control and ±100 the full control effect; nearly all actives have a fitted effect of over 55% in size
# PTAP TSG101 blk = blocks PTAP/TSG101 interaction to inhibit HIV-1 budding; Fluorescence polarization, FITC-PTAP peptide / Tsg101 binding; Potency, µM (top dose mostly 115 µM), for inactives: at the top dose activity change, negative = inhibition, hits mostly inhibitors; 340,000 tested, under 10 active; active means well fitted inhibition curve with a large enough effect in the main read-out, with a control signal flat, not every such curve was filed as active; inconclusive means small, poorly fitted or top-dose-only effect, or effect the other way, or a change in a side signal; inactive means no such curve, though single readings can be large or run the other way; further: potency means the concentration at half of the fitted maximal effect; % of control where 0% means no effect
# Target sequence (Q99816 whole entry, looked up): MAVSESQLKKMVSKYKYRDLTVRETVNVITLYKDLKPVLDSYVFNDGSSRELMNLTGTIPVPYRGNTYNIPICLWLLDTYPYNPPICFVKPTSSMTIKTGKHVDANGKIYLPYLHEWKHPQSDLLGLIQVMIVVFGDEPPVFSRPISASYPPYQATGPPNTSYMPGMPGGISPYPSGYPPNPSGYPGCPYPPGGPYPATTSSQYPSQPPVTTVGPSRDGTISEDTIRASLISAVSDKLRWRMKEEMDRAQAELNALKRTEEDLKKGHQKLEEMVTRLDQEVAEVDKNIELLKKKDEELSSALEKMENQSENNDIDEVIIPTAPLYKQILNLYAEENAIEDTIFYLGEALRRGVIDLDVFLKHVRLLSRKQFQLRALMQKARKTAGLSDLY
#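 Tsg101 binding domain (10 uM final) was mixed with compound and a FITC-labeled PTAP peptide (50 nM final) in HEPES pH 7.5 buffer with NaCl, Tween 20, EDTA and TCEP; fluorescence polarization was read after 20 min at r.t.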
# Active calls of the source: *; ? = inconclusive; . = not tested or not shown; [ ] = dose if it differs, or a comment. Unless noted, the call rests on the fitted dose curve; in most records, active means well fitted curve in the direction sought with a large enough effect; inconclusive means small, poorly fitted or top-dose-only effect, or another doubt; inactive means no such curve, though single readings can be large; an effect the other way counts as inactive or inconclusive.
SMILES,Eya2 phos inh,S-ASM inh,p53 reactivation,a7 integrin act,B2AR arrestin,BRCA1 expr up,TRPV1 agonist,ELG1 genotoxic,USP2a inh,uPA surface inh,PTAP TSG101 blk
O=C1CC(c2ccccc2Oc2cccc(Cl)c2)C(n2cncn2)C(=O)C1C1NCCc2ccccc21 (stereo not drawn),-6.5%,-20.9%,-3.7%,11.4%,0.1%,3.3%,-2.0,0.0%,-0.7%,-3.0%,-2.8%
COc1ccc(N(CC(=O)Nc2cccc(N(C)S(C)(=O)=O)c2)S(=O)(=O)c2ccc(F)cc2)cc1,7.0%,-5.1%,-3.5%,0.6%,0.1%,-75.1%,-4.2,-7.0%,1.4%,1.9%,-3.0%
CCOC(=O)c1nnc2cc(C)nn2c1C,-6.8%,-2.6%,1.9%,2.4%,-0.1%,7.9%,-0.4,5.5%,-8.1%,4.9%,-7.1%
CCOC(=O)C[n+]1c(C)csc1C,7.0%,1.3%,4.5%,7.5%,-1.3%,-3.3%,-2.7,-1.0%,1.7%,-0.3%,1.0%
CCOC(=O)C1(CCOc2ccccc2)CCN(C(=O)c2ccc(-n3cccn3)cc2)CC1,-24.7%,-1.1%,-1.9%,-10.4%,-0.2%,-31.3%,-9.4,-12.3%,-5.5%,-5.9%,0.0%
O=C(NC1CCCCC1)c1cc(-c2ccccc2O)on1,-15.6%,-4.0%,?,?,-0.5%,2µM*,0.1,20.6µM*,-1.1%,1.4%,0.4%
Cc1cc(NC(=O)CSCC(=O)Nc2ccc(Cl)c(C(F)(F)F)c2)no1,2.3%,3.5%,-4.6%,?,-0.4%,18.6%,2.2,-0.5%,-0.7%,-0.1%,-6.1%
CC(=O)Nc1ccc(N2C(=O)c3ccc(C(=O)Nc4nnc(SCc5ccc(F)cc5)s4)cc3C2=O)cc1,-9.1%,-1.5%,-3.3%,-10.2%,-0.9%,-8.7%,-0.7,2.6%,-0.4%,-6.6%,3.8%
C[C@H](CO)N1C[C@H](C)[C@@H](CN(C)C(=O)Nc2ccccc2)Oc2ccc(NS(=O)(=O)c3ccc(F)cc3)cc2C1=O,-5.9%,1.1%,2.2%,3.4%,-0.1%,0.0%,.,0.4%,2.7%,4.0%,-2.7%
Cc1ccc(NC(=O)CO/N=C(\N)c2ccccc2)cc1C,-1.4%,-0.1%,1.4%,12.4%,0.4%,-1.6%,.,4.7%,-1.1%,5.6%,-3.1%
O=C(CCNC(=O)c1ccccc1Cl)NN=Cc1ccco1,3.6%,-0.7%,-8.7%,-14.4%,-1.1%,-5.1%,.,3.8%,1.7%,0.8%,0.4%
O=C(Nc1ccc2c(c1)CCC2)C1CCCN(c2ncccn2)C1 (stereo not drawn),2.2%,3.5%,?,15.2%,-0.6%,?,?,?,2.6%,.,-1.4%
COc1ccc(CNc2ccc(C(=O)O)cc2)cc1,13.3%,3.1%,?,40.6%,-0.2%,69.1%,0.2,4.1%,3.6%,-5.9%,3.2%
COc1ccc(N2CCN(C(=O)CCNC(=O)c3ccc(C(C)(C)C)cc3)CC2)cc1,-11.6%,-2.0%,-1.2%,?,0.3%,-27.4%,4.1,-6.1%,-0.3%,-13.8%,-4.9%
CN1CCN(c2ccc(NC(=O)COc3cccc4ccccc34)cc2)CC1,-13.7%,-2.0%,3.3%,-8.5%,-0.5%,-6.6%,-0.6,-0.1%,1.4%,-1.7%,-3.2%
O=C(NCc1ccc2c(c1)OCO2)C1CCN(Cc2cnn(-c3ccccc3)c2-n2cccc2)CC1,.,1.6%,.,19.9%,.,-2.7%,0.3,.,.,-0.5%,-1.9%
COc1cccc(NC(=O)C2CC(=O)OC23CCOC(C)(C)C3)c1 (stereo not drawn),1.3%,-1.3%,3.1%,3.7%,0.4%,-22.0%,1.1,-2.9%,-0.9%,3.7%,-1.4%
CCc1ccc(NC(=O)Nc2ccc3c(c2)CCC3)cc1,-0.3%,1.2%,10.1%,-8.4%,0.0%,3.55µM*,3.7,?,-1.7%,2.0%,-5.1%
COc1ccc(-c2cc(O)cc(O)c2)cc1,0.2%,-0.7%,?,21.8%,0.1%,?,-3.1,6.51µM*,0.8%,-2.5%,-2.8%
CCCCc1ccc(-c2csc(/C(C#N)=C\c3ccc(C)o3)n2)cc1,-30.6%,?,-3.4%,5.2%,0.5%,7.1%,-0.5,-1.7%,-1.3%,.,-10.2%
Cc1cc(C)c(NC(=O)Cn2c(=O)c3cccn3c3ccccc32)c(C)c1,0.8%,-0.6%,6.1%,-20.6%,0.2%,-9.0%,0.8,1.0%,4.9%,7.9%,-3.1%
Cc1ccccc1NS(=O)(=O)c1ccc(C2CNC(=O)C2)cc1 (stereo not drawn),11.4%,4.8%,-17.9%,?,-0.5%,-1.4%,5.0,-5.9%,0.5%,5.8%,.
O=C(OCc1c(-c2ccccc2)ncc2ccccc12)c1ccc(Cl)cc1Cl,10.3%,-10.0%,2.7%,-13.1%,0.1%,13.5%,4.4,-4.5%,0.5%,7.0%,-4.0%
CCN(CC)C(=O)CSc1nnc(COc2ccccc2)n1N,5.5%,5.4%,1.3%,10.0%,4.1%,0.3%,-1.5,0.1%,2.7%,-6.5%,-1.4%

# Reprinted from the part before: two entries, then new ones.
SMILES,Eya2 phos inh,S-ASM inh,p53 reactivation,a7 integrin act,B2AR arrestin,BRCA1 expr up,TRPV1 agonist,ELG1 genotoxic,USP2a inh,uPA surface inh,PTAP TSG101 blk
O=C(OCc1c(-c2ccccc2)ncc2ccccc12)c1ccc(Cl)cc1Cl,10.3%,-10.0%,2.7%,-13.1%,0.1%,13.5%,4.4,-4.5%,0.5%,7.0%,-4.0%
CCN(CC)C(=O)CSc1nnc(COc2ccccc2)n1N,5.5%,5.4%,1.3%,10.0%,4.1%,0.3%,-1.5,0.1%,2.7%,-6.5%,-1.4%
Cc1cnc(CNC(=O)C2CCC(=O)N(CCc3cccc(F)c3)C2)[nH]1 (stereo not drawn),-14.0%,2.9%,0.0%,30.4%,-0.4%,9.4%,-2.1,3.0%,0.6%,-7.0%,-7.6%
CCCC(=O)Nc1ccc2oc(-c3ccc(OC)c(Br)c3)nc2c1,-0.7%,0.9%,15.6%,-15.3%,0.4%,?,0.8,?,-0.5%,.,-6.5%
COc1ccc(C(CC(=O)O)NS(=O)(=O)c2ccc(C)cc2)cc1 (stereo not drawn),-27.4%,-1.5%,-3.9%,7.3%[7.66 µM],0.3%,5.5%,5.5,1.1%,0.7%,.,1.8%
O=C(C1CCN(Cc2ccccc2)CC1)N1CCCC1,-10.0%,-1.6%,-2.5%,36.4%,0.4%,-6.9%,-3.6,-4.1%,2.2%,-4.7%,-4.0%
CCN(C[C@H]1N[C@@](Cc2ccccc2)(C(=O)OC)[C@H]2C(=O)N(Cc3ccccc3)C(=O)[C@@H]12)S(=O)(=O)c1ccc(-c2ccccc2)cc1,3.8%,0.8%,-3.1%,-0.8%,0.0%,1.3%,.,1.3%,1.3%,6.0%,-1.3%
Cc1ccc(NC(=O)CSCC(=O)Nc2ccc(N3CCOCC3)cc2N2CCOCC2)cc1,-10.8%,0.1%,9.0%,-27.7%,-0.3%,-10.7%,-1.7,0.6%,0.2%,3.6%,-1.3%
Cc1ccc(-n2c(C)nnc2SCC(=O)NC2CC2)cc1,-3.1%,-0.9%,17.0%,11.5%,-0.9%,8.2%,4.1,1.2%,0.1%,-1.6%,-1.7%
Clc1ccc(-c2nnc3c4ccccc4nc(N4CCOCC4)n23)cc1Cl,9.6%,-4.7%,4.3%,-10.0%,-0.3%,-59.0%,0.2,-9.7%,0.1%,-0.8%,-1.1%
CCOC(=O)Cc1csc(NC(=O)c2ccoc2C)n1,-1.8%,0.8%,?,16.4%,-0.2%,99.7%,6.3,14.6µM*,0.1%,.,-13.3%
Fc1cccc(CN2CCN(c3ncccn3)CC2)c1,-3.6%,-1.6%,3.3%,3.4%,-0.2%,8.8%,-2.6,-6.4%,-0.7%,.,-2.6%
COc1ccc(C2SCCN2S(=O)(=O)c2ccccc2)cc1OC (stereo not drawn),-17.7%,-1.7%,-0.9%,-4.4%,0.3%,-29.0%,5.2,-0.2%,0.5%,-8.1%,-1.8%
Cc1cc(C(=O)CSc2n[nH]c(N)n2)c(C)n1-c1ccc2c(c1)OCO2,-16.5%,-4.3%,9.2%,-19.3%,-0.6%,21.3%,?,1.8%,-0.4%,-1.9%,-1.0%
